High-throughput results deposited in PubChem by several laboratories.
GLD-1 TGE inh: GLD-1-TGE RNA interaction inhibition (C. elegans); Q17339; inhibition, % at 5.96 µM; AID 2280; hit rate 0.44% among 320,000; purified GLD-1 + fluorescein TGE RNA, fluorescence polarization;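 active = percent inhibition above a per-plate cutoff, the plate mean of test compounds plus 3 SD, cut at about 30% in these data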;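 note: 0% = DMSO wells with GLD-1 and probe and 100% = wells lacking GLD-1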
VLA-4 inh: inhibition in a human VLA-4 binding assay; P13612; VLA-4 expressing cells, ligand binding flow cytometry; inhibition, % (about 7 µM as worked out from the volumes in the protocol); hit rate 0.2% among 330,000; AID 2557; in the data active = inhibition above about 50%
CIT2 TOR yeast: modulators of TOR pathway CIT2-GFP in S. cerevisiae; hit rate 0.065% among 320,000; S. cerevisiae CIT2-GFP strain, flow cytometry, 3 h; 100 means same as DMSO wells; GFP response vs DMSO, % at 10 µM; AID 2029;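 active = GFP response relative to DMSO above a set limit, near the screen mean plus 3 SD, cut at about 150% in these data; inconclusive = Fewer than 70 cells measured for a yeast strain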;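 note: ratio of well median GFP fluorescence to mean of DMSO wells on the plate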
GRK2 inh: blocks RNA aptamer binding to human GRK2 | bead flow cytometry, FAM-aptamer displacement from GRK2 | hit rate 0.59% among 330,000 | inhibition of aptamer binding, % at 10 µM;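 active = inhibition of aptamer binding above 40%, roughly 3 SD of noise, on plates passing a quality check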;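 note: median bead fluorescence of bound FAM aptamer so fluorescent compounds give negative values; no value below 0 was filed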
MCL1 BIM primary: inhibitors of human MCL1 binding to BIM-BH3 peptide. AID 2057. Q07820. GST-MCL1 / FITC-Bim-BH3 fluorescence polarization. inhibition, % at 10.9 µM. hit rate 0.68% among 320,000;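 active = inhibition above the mean inhibition of all tested compounds plus 3 SD, set per campaign, cut at about 40% in these data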;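 note: 0% = DMSO wells and 100% = unlabeled Bim-BH3 peptide control; higher means more loss of mP so more displacement of Bim peptide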
Target sequence (Q07820 whole entry, looked up): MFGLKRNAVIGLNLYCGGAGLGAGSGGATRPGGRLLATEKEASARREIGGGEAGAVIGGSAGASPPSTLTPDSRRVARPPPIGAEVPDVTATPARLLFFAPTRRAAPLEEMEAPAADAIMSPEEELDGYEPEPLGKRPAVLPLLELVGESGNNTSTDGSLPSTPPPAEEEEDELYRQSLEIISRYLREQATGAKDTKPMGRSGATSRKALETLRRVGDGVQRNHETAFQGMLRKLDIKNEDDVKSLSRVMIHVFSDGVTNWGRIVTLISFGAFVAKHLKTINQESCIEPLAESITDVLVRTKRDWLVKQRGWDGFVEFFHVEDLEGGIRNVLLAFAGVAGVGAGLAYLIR
MEX-5 binding: C. elegans MEX-5 TCR-2 RNA binding activity. AID 1832. hit rate 0.38% among 300,000. activity score (negative = inhibition of binding), % at 10 µM. MEX-5/FITC-TCR2 RNA binding, fluorescence polarization; stronger effect = lower value;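 active = inhibition past about -25% in most replicates, and total fluorescence under double the plate's negative control median, limit read from the data; inconclusive = replicates evenly split on the limit, or fluorescence at least double controls; inactive = too little inhibition in most replicates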;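 note: 0% = DMSO and -100% = 5 µM competing unlabeled TCR2 RNA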
Target sequence (Q9XUB2 whole entry, looked up): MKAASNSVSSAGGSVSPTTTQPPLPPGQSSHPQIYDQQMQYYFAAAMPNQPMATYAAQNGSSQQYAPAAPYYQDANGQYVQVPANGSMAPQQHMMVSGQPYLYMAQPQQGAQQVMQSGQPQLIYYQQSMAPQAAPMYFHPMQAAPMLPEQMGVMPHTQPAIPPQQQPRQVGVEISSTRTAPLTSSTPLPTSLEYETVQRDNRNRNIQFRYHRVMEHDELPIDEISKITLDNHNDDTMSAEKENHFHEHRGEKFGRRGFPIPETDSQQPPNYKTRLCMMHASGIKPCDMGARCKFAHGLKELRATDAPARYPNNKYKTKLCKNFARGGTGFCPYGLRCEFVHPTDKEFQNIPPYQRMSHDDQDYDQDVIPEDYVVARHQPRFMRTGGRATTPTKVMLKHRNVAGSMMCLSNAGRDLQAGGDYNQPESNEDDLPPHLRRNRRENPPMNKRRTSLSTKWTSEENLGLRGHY
Fam108B counter: Fam108B inhibition, counter-screen for RBBP9 inhibitors | recombinant Fam108B, FP-Rh probe fluorescence polarization | inhibition, % at 9.51 µM | hit rate 0.33% among 300,000;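 active = inhibition above the screen mean inhibition plus 3 SD, computed separately per campaign, cut at about 18% in these data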;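 note: inhibitors lower polarization as less probe binds the enzyme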
AGP1 TOR yeast: yeast TOR pathway AGP1-GFP modulation | S. cerevisiae AGP1-GFP multiplex flow cytometry, 3 h; GFP as percent of DMSO wells | GFP response vs DMSO, % at 10 µM | hit rate 0.02% among 320,000;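 active = GFP response relative to DMSO above a set limit, near screen average plus 3 SD, cut at about 150% in these data; inconclusive = fewer than 70 cells counted for the yeast strain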;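 note: median GFP channel fluorescence of the gated AGP1 strain per well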
Bcl-xL primary: Bcl-xL (human) inhibition | Q07817 | GST-Bcl-xL / FITC-Bim BH3 peptide fluorescence polarization | inhibition, % at 10.9 µM | hit rate 0.7% among 320,000;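 active = inhibition above the mean of all tested compounds plus 3 SD, cutoff set per campaign, cut at about 30% in these data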;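 note: 0% = DMSO wells and 100% = unlabeled Bim-BH3 peptide competitor; inhibitors lower millipolarization by displacing the labeled peptide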
Target sequence (Q07817 whole entry, looked up): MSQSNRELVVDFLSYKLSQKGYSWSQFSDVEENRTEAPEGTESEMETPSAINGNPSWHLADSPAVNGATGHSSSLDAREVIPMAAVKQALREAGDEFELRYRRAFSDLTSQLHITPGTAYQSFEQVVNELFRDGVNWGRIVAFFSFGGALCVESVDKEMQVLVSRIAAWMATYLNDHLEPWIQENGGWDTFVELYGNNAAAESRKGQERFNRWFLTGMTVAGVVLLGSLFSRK
* hit, by the source's call; ? = inconclusive; / = no result given; [ ] = dose if it differs, or a comment.

SMILES | GLD-1 TGE inh | VLA-4 inh | CIT2 TOR yeast | GRK2 inh | MCL1 BIM primary | MEX-5 binding | Fam108B counter | AGP1 TOR yeast | Bcl-xL primary
COc1ccc(N=Cc2cc3c(cc2O)OC(N)=C(C#N)C3c2ccccc2)cc1 (stereo unspecified) | -32.3 | -11.2 | 103.3 | 0.0 | -89.7 | ? | -7.8 | 96.5 | -41.8
CCOC(=O)CSc1n[nH]c(NC(C)=O)n1 | 0.7 | 8.5 | 107.3 | 0.0 | 8.8 | 1.9 | 0.5 | 106.1 | 4.0
CC(/C=N\NC(=O)CN1CCN(Cc2ccccc2)CC1)=C\c1ccco1 | 9.6 | -12.1 | 87.6 | 8.0 | 12.6 | 2.3 | -2.4 | 98.2 | 4.4
CC1CCCCN1S(=O)(=O)c1csc(C(N)=O)c1 (stereo unspecified) | -0.5 | 38.5 | 104.1 | 4.0 | 2.3 | 2.7 | 0.4 | 106.5 | 2.4
COc1ccc(OCCn2cc(/C(N)=N/O)c3ccccc32)cc1 | 0.9 | -11.7 | 107.4 | 0.0 | 0.0 | -2.0 | 13.5 | 105.8 | 2.8
Cc1cc(Cl)ccc1NC(=O)CN1C(=O)C(=O)N(C2CCCC2)C1=O | -6.1 | 0.0 | 95.0 | 0.0 | 0.1 | / | / | 108.7 | -1.5
O=C(CCC(=O)Nc1nnc(C2CCCCC2)s1)NCc1ccccc1 | 9.4 | -2.3 | 92.3 | 0.0 | -7.4 | 2.9 | -2.2 | 100.4 | -0.1
Cc1cc(C)c(C#N)c(SCc2ccccc2[N+](=O)[O-])n1 | 0.0 | -4.5 | / | 0.0 | 3.9 | 2.3 | 0.0 | / | 1.7
Cc1ccc(NC(=O)Cc2nnc(SCC(=O)Nc3ccc(N4CCOCC4)cc3)n2C)cc1 | 6.0 | 3.0 | 99.7 | 2.0 | -7.4 | 0.1 | -0.3 | 101.0 | -2.6
O=C(Nc1cccc(-c2cn3cccnc3n2)c1)c1ccco1 | 7.0 | 9.4 | 100.7 | 2.0 | 1.6 | 1.1 | 3.1 | / | 0.3
O=C1CN(S(=O)(=O)c2ccccc2)CCN1 | 1.6 | 1.3 | 99.9 | 0.0 | / | / | / | 102.4 | /
COCc1cc(=O)[nH]c(/N=C(\N)Nc2ccc(C)cc2C)n1 | -4.5 | 17.3 | 90.8 | 2.0 | 3.2 | 2.8 | -0.8 | 92.7 | 2.8
O=C(NCCN1CCOCC1)c1sc2cc(Cl)ccc2c1Cl | 2.1 | 26.7 | 99.4 | 0.0 | -4.2 | 2.2 | 2.0 | 103.3 | -3.0
CCN(CC(=O)Nc1cccc(OC)c1)CC(=O)Nc1ccc(C)cc1Cl | 0.1 | 11.2 | 95.3 | 1.0 | 0.3 | -3.0 | -4.5 | 90.9 | 3.6
COCc1ccc(C(=O)NC(C)c2cnn(-c3ccccc3C)c2C)o1 (stereo unspecified) | 2.2 | -0.2 | 96.8 | 2.0 | 5.4 | 0.8 | -2.9 | 100.5 | 4.5
c1ccc(-c2cc3cc4c(cc3cn2)OCO4)cc1 | 5.6 | -10.9 | ? | 4.0 | / | / | / | 19.3[may fluoresce violet] | /
O=C(OCC(=O)c1ccc[nH]1)c1ccc(C(F)(F)F)cc1 | -10.9 | 9.8 | 103.7 | 0.0 | / | / | / | 101.8 | /
Cc1nn(CC(=O)NCCN2CCCCCC2)c(=O)c2nn(-c3ccccc3)c(C)c12 | -0.2 | -4.3 | 110.4 | 0.0 | 20.8 | -0.7 | -3.3 | 109.3 | 11.8
CC(=O)Nc1ccc(-c2cc(C(=O)O)c3ccccc3n2)cc1 | 10.3 | 8.9 | 100.3 | 1.0 | -3.7 | -1.4 | 0.5 | 98.0 | 2.8
O=c1ccc(S(=O)(=O)N2CCCC2)c[nH]1 | 4.6 | 6.9 | 93.6 | 1.0 | / | / | / | 94.5 | /
Cc1cc2cc3c(N)[nH]nc3nc2cc1C | 1.0 | 10.6 | 113.2 | 0.0 | 7.3 | -0.3 | 7.0 | 99.6 | 4.6
COc1cc(C(=O)OCc2cc(=O)oc3c(C)c(C)ccc23)ccc1OC(F)F | -2.2 | 28.9 | 108.2 | 0.0 | -7.7 | 0.3 | -1.2 | 107.5 | 0.7
O=C(Nc1cccnc1)c1ccc(CN2CCc3ccccc3C2)cc1 | 2.1 | 3.4 | 94.3 | 2.0 | -6.3 | 1.0 | 0.6 | 99.6 | -1.5
CCCc1nnc(NC(=O)CCC(=O)N2CCC(Cc3ccccc3)CC2)s1 | 7.4 | 8.8 | 105.0 | 2.0 | -1.3 | 1.1 | -2.6 | 106.4 | 0.0
CCNC(=S)NNC(=O)Cn1nc(C)cc1C | 3.8 | -9.9 | 100.7 | 1.0 | 4.8 | -2.9 | -0.2 | 109.3 | -4.7
CC(C)Oc1cccc(C(=O)NC(=S)NCc2cccnc2)c1 | -1.9 | -26.7 | 100.1 | 0.0 | 3.1 | 1.7 | -17.5 | 104.7 | -0.8
O=C(Nc1cccnc1Cl)c1cccnc1Cl | -2.0 | -3.9 | 87.9 | 0.0 | -4.9 | 0.2 | 6.0 | 86.8 | 3.6
Cc1nn(-c2ccccc2)c(C)c1/C=N/NC(=O)CSc1nnc(SCc2cccc3ccccc23)s1 | 0.5 | 13.3 | 102.0 | 0.0 | -11.0 | -1.6 | -22.9 | 102.8 | -2.6
COc1ccc(OCCNC(=O)C(Cc2c[nH]c3ccccc23)NC(C)=O)cc1 (stereo unspecified) | -3.0 | 3.0 | 101.1 | 25.0 | 3.5 | -0.5 | 0.3 | 90.5 | 4.9
CCOC(=O)CC(NC(=O)Cc1ccccc1)c1ccccc1Cl (stereo unspecified) | 3.8 | 1.9 | 98.9 | 2.0 | -1.2 | 2.2 | -1.6 | 99.6 | 1.3
CC(C)Cc1ccc(S(=O)(=O)Nc2cccnc2)cc1 | 4.0 | -3.2 | 100.4 | 0.0 | 4.3 | -0.7 | -1.7 | 102.1 | 1.9
COc1ccc(S(=O)(=O)N2CCN(C(=S)NCC3CCCO3)CC2)cc1OC (stereo unspecified) | 3.4 | -13.5 | 106.7 | 0.0 | 5.6 | -3.3 | 1.8 | 104.6 | 2.4
c1ccc2sc(-c3ccncc3)nc2c1 | 1.3 | -9.2 | 101.2 | 2.0 | 4.5 | -1.3 | -3.3 | 83.2 | 2.7
CCCCCCCNC(=O)c1ccc(N2CCC3(CC2)OCCO3)c([N+](=O)[O-])c1 | -1.0 | 11.5 | 76.8 | 4.0 | 2.2 | -1.0 | 1.4 | 83.0 | 2.3
CCC(=O)c1c[nH]c(C(=O)N2CCN(c3ccccc3)CC2)c1 | -5.3 | 11.5 | 99.3 | 0.0 | -6.0 | 1.4 | 1.4 | 102.7 | 7.3
CSc1c(CC(=O)Nc2ccccc2C(F)(F)F)n(Cc2ccccc2)c2ccccc12 | 4.6 | 23.8 | 102.6 | 100.0* | 3.0 | -3.5 | 10.3 | 102.5 | 3.0
O=c1cc(N2CCOCC2)[nH]c(=O)n1Cc1ccc(F)cc1 | 7.8 | 8.9 | 103.0 | 0.0 | -7.5 | 0.6 | -1.8 | 95.2 | -0.7
Cc1cccc(CN2CCN(Cc3ccc(-n4cccn4)cc3)CC2CCO)n1 (stereo unspecified) | -3.9 | -2.4 | 97.6 | 3.0 | 6.2 | 2.2 | -1.4 | 106.1 | 3.4
CCCOc1cccc(-c2nnc(N)s2)c1 | -3.0 | -7.6 | 100.3 | 0.0 | 0.4 | 3.1 | 3.9 | 97.0 | 7.5
CC(C)(C)NC(=O)CN1CCC(NC(=O)C23CC4CC(CC(C4)C2)C3)CC1 | -2.5 | -10.6 | 97.0 | 3.0 | -0.9 | 1.6 | 5.4 | 99.2 | 13.7
CCOC(=O)Nc1ccc(OC)c([N+](=O)[O-])c1 | 2.0 | 5.3 | 92.6 | 0.0 | 7.4 | 2.0 | 3.4 | 100.2 | 1.3
CCOC(=O)c1c(NC(=O)CSc2nnc(N)s2)sc(C)c1-c1ccc(C)cc1 | 4.3 | 14.8 | 101.3 | 0.0 | 5.2 | 4.4 | -4.5 | 100.2 | 3.5
COc1ccc(/C=C2\NC(=S)N(CC3CCCO3)C2=O)c(OC)c1 (stereo unspecified) | 0.6 | 2.1 | 105.2 | 3.0 | 0.1 | -3.3 | -1.8 | 97.5 | -3.0
COCc1c(C(=O)OCC(=O)Nc2ccc(OC(F)F)cc2)oc2ccccc12 | -2.9 | 8.7 | 93.4 | 0.0 | -0.9 | / | / | 103.5 | 4.5
Cc1ccc(NC(=O)CCn2cnc3ccccc3c2=O)c(C)c1 | -20.9 | -0.1 | 103.3 | 14.0 | -14.7 | 2.7 | -4.5 | 101.1 | -8.4
CC(OC(=O)c1cccc(-n2cnnn2)c1)C(=O)Nc1cccc(Cl)c1 (stereo unspecified) | 4.5 | 3.2 | 112.9 | 0.0 | -3.1 | -0.6 | -1.5 | 114.0 | 2.4
CC1CCC(NC(=O)Cn2ncc3ccccc32)CC1 (stereo unspecified) | -1.6 | 41.2 | 102.8 | 5.0 | -0.8 | -0.2 | -2.4 | 104.5 | -1.7
CN(C)c1ccc(-c2nc3ccccn3c2/N=C/c2ccc(Br)cc2)cc1 | -4.9 | -2.6 | / | 0.0 | 2.7 | -0.6 | 3.2 | / | 3.6
COCCn1c(C)cc(C(=O)CSc2nc3nc(C)cc(C)n3n2)c1C | 1.8 | -2.7 | 111.4 | 0.0 | -11.1 | 1.2 | 13.6 | 99.3 | -1.0
COc1ccc(/C=C2\SC(=O)N(CC(=O)NN3CCN(C)CC3)C2=O)cc1OC | -0.8 | 1.3 | 88.0 | 3.0 | 1.5 | 0.5 | 0.8 | 98.8 | -3.0
COC(=O)/C=C/c1ccsc1NC(C)=O | 6.2 | 8.9 | 95.2 | 1.0 | 2.1 | 0.1 | 0.8 | 100.8 | 0.7
CCC(C)NC(=O)CO/N=C/c1ccc(C(=O)OC)cc1 (stereo unspecified) | -0.6 | 4.8 | 99.7 | 0.0 | 4.3 | 0.4 | -3.0 | 102.0 | 6.5
Cc1cc(Cl)ccc1OC(C)C(=O)N1CCCN(C(=O)C(C)Oc2ccc(Cl)cc2C)CC1 (stereo unspecified) | -2.9 | 11.8 | 94.9 | 1.0 | -0.6 | -0.9 | -2.9 | 101.8 | 1.4
c1ccc2c(N3CCCC3)nc(-c3ccncc3)nc2c1 | 7.6 | -10.3 | 96.5 | 2.0 | 9.0 | -0.3 | 1.6 | 90.0 | 2.6
OCCNC(=S)Nc1ccc(Cl)c(Cl)c1 | -2.6 | -7.7 | 92.9 | 1.0 | 5.4 | -0.7 | 0.9 | 94.5 | 2.3
O=C(/C=C/c1ccc2ccccc2n1)c1cc(Cl)ccc1O | -17.5 | -128.2 | 87.0 | 6.0 | -25.3 | 3.2 | -15.0 | 92.6 | -12.3
O=S(=O)(NCc1ccccc1Br)c1cccs1 | 3.2 | 8.5 | 112.4 | 1.0 | 6.9 | 0.7 | -2.0 | 100.8 | 0.9
